RmlCD inh 1536 = inhibitors of Mycobacterium tuberculosis RmlC and RmlD coupled enzymes; hit rate 0.03% among 160,000; RmlC+RmlD coupled enzyme assay, percent inhibition; primary screen in compound mixtures; P9WH09+P9WH11; inhibition, % at 3.6 µM; in the data active = inhibition mostly above about 34%, no sharp cut-off; inconclusive = no clear call, values can overlap the other calls; inactive = mostly below about 22%; also: some results filed as inactive read as strong as hits
Target sequence (P9WH09 whole entry, looked up): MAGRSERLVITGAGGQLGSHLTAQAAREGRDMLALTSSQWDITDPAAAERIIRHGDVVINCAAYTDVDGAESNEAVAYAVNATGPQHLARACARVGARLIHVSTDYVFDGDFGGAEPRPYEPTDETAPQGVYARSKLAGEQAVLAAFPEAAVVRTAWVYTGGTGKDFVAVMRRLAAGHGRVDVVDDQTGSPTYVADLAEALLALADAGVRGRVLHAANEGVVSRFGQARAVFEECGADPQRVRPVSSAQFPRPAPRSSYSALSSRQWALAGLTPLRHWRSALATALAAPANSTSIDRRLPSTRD
Target sequence (P9WH11 whole entry, looked up): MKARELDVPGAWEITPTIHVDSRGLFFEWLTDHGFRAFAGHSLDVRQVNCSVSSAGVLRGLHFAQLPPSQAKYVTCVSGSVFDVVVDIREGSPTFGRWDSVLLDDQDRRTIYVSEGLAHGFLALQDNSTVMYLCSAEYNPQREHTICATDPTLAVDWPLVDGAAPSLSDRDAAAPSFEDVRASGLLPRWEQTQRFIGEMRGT
M. tuberculosis GlmU = inhibition of mycobacterial GlmU enzyme – biochemical, glucosamine-1-phosphate acetyltransferase (AID 1376). M. tuberculosis GlmU acetyltransferase enzyme assay; higher % means a stronger effect. inhibition, %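 (tested at 30 µM in the primary screen)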, or IC50 in µM where a hit was titrated. hit rate 0.25% among 220,000; in the data active = inhibition above about 13%; inconclusive = no clear call, values can overlap the other calls;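 also: 0% = complete reaction with vehicle and 100% = reaction without substrate; strong numbers were not always called active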
Numbers without * were called inactive; ? = inconclusive; nt = not tested or not shown; & = joins results of further samples. This is a subset. The share of hits here may be higher or lower than overall.

Values in the order: RmlCD inh 1536, M. tuberculosis GlmU
CC(=O)N1CCCC(C(=O)c2ccc(Oc3ccccc3)cc2)C1 (stereo not drawn)
→ 0, -7.2%
COc1ccc(CCN2C(=S)N(c3ccc(Cl)cc3)C(=O)C2CC(N)=O)cc1OC (stereo not drawn)
→ 7, 0.9%
N#C/C(=C\c1ccc(OC(=O)c2ccccn2)cc1)C(N)=O
→ -3, -3.6%
Cn1c(=NC(=O)c2cnccn2)sc2ccccc21
→ -4, 3.7%
NC(=O)CCC(NS(=O)(=O)c1ccc(Cl)cc1)C(=O)NCc1ccccc1Cl (stereo not drawn)
→ 2, -2.4%
CCOC(=O)N1CCN(C(=O)CCn2c(=S)[nH]c3cc(OCC)c(OCC)cc3c2=O)CC1
→ 7, nt
CC1(C)CC(=O)C(C=NCC(O)c2ccccc2)=C(O)C1 (stereo not drawn)
→ -1, 1.9%
CN1CCN(c2ccc(F)cc2N)CC1
→ 17, -3.5%
CCC(C)NC(=O)CN1C(=O)NC2NC(=O)NC21 (stereo not drawn)
→ -12, 0.2%
COc1cccc(C(=O)Nc2cc(=O)n(C)c(=O)n2C)c1OC
→ nt, 2.8%
N=C(N)Cc1ccccc1Sc1ccccc1
→ 3, 2.6%
Cc1ccc(S(=O)(=O)Nc2ccc(NC(=O)c3cccnc3)cc2)cc1
→ 5, -3.6%
COc1ccc(CN2C(=O)/C(=C/c3ccc(-c4ccc(Cl)c(C(=O)O)c4)o3)SC2=S)cc1
→ 1, 9.3%
c1ccc(Cn2ncc3c(N4CCOCC4)ncnc32)cc1
→ nt, -4.5%
C/C=C/C(=O)OCC(=O)Nc1ccc(OC)c(OC)c1
→ -14, -6.0%
O=C(NCc1ccccn1)/C(=C/c1ccco1)NC(=O)c1ccccc1
→ nt, 8.1%
O=C(COC(=O)/C=C/c1ccc(Cl)cc1Cl)Nc1cc(C(F)(F)F)ccc1N1CCOCC1
→ 1, -5.0%
CCOc1ccc(-n2c(=S)sc3c(=O)[nH]c(SCC(=O)NCc4ccco4)nc32)cc1
→ nt, 4.9%
O=[N+]([O-])c1cccnc1Sc1n[nH]c(-c2ccc(Cl)cc2)n1
→ -9, -2.5%
COc1ccccc1NC(=S)NC(NC(C)=O)C(Cl)(Cl)Cl (stereo not drawn)
→ nt, -2.8%

Five entries picked at random from those above:
Values in the order: RmlCD inh 1536, M. tuberculosis GlmU
O=C(NCc1ccccn1)/C(=C/c1ccco1)NC(=O)c1ccccc1
→ nt, 8.1%
O=[N+]([O-])c1cccnc1Sc1n[nH]c(-c2ccc(Cl)cc2)n1
→ -9, -2.5%
Cc1ccc(S(=O)(=O)Nc2ccc(NC(=O)c3cccnc3)cc2)cc1
→ 5, -3.6%
O=C(COC(=O)/C=C/c1ccc(Cl)cc1Cl)Nc1cc(C(F)(F)F)ccc1N1CCOCC1
→ 1, -5.0%
N=C(N)Cc1ccccc1Sc1ccccc1
→ 3, 2.6%

Next section.
Values in the order: RmlCD inh 1536, M. tuberculosis GlmU
Cc1noc(C)c1COc1ccc(C(=O)OCC(=O)OC(C)(C)C)cc1
→ 3, -6.3%
CC(=O)c1cccc(NC(=O)C2CCCN2S(=O)(=O)c2cccc3cccnc23)c1 (stereo not drawn)
→ 6, 1.3%
CCN1CCN(C(c2ccccc2)c2nnnn2CCc2ccc(OC)c(OC)c2)CC1 (stereo not drawn)
→ nt, -6.8%
CCOc1[nH]n(-c2ccc(Cl)cc2)c(=O)c1C=Nc1ccc(O)cc1
→ -51, -4.1%
COc1ccc(CCNC(=O)c2ccn[nH]2)cc1OC
→ -5, 6.8%
COCc1cc(OC)nc(-c2csc(C)n2)n1
→ -6, -3.2%
CN1CCN(C(=O)Cn2c(=O)oc3cc(S(=O)(=O)NCc4ccccc4)ccc32)CC1
→ 6, 9.0%
CCc1ccc2c(c1)cc(CN(C(=S)Nc1cccc(C)c1)C1CC1)c1nnnn12
→ ?, -4.5%
COc1ccc(CN2CC(=O)N(c3ccc(C)c(C)c3)C2=S)cc1OC
→ 7, -2.5%
O=C(C1CC1)N1N=C2CCCCC2C1(O)C(F)(F)F (stereo not drawn)
→ -3, 4.3%
COc1ccc(C(=O)C2CCCN(Cc3cccn3-c3ccccn3)C2)cc1F (stereo not drawn)
→ -10, 2.2%
CSc1ccccc1NC(=O)Nc1cccc(F)c1
→ nt, 0.6%
O=c1oc2ccccc2c(Nc2ccccc2O)c1[N+](=O)[O-]
→ -15, 7.6%
Cc1ccc(C)c2[nH]c(=O)c(CN(CCN3CCOCC3)Cc3nnnn3CC3CCCO3)cc12 (stereo not drawn)
→ 10, -3.3%
FC(F)Sc1ccc(-n2cc(-c3ccccc3)[n+]3c2CCC3)cc1
→ nt, 1.4%
O=C(c1cccc(NS(=O)(=O)c2ccc(F)c(F)c2)c1)N1CCN(Cc2ccccc2)CC1
→ 4, 3.6%
CC(=O)Oc1ccc(-c2csc(Nc3ccc(S(N)(=O)=O)cc3)n2)cc1
→ 22, -6.8%
OC1/C(=C/c2ccc(F)cc2)N2CCC1CC2 (stereo not drawn)
→ -15, 7.8%
Cc1nc2ccccc2nc1CSc1nncs1
→ 11, 1.9%
O=C(COc1ccc(Cl)cc1)N1CCN(S(=O)(=O)c2ccc(Cl)cc2)CC1
→ nt, -1.9%
COc1ccc(C2C(C(=O)OCC(=O)Nc3ccc(C)cc3)CCC(=O)N2c2ccc(OC)cc2)cc1 (stereo not drawn)
→ -1, 1.6%
CC(C)Sc1nc(SCC(=O)NCc2ccco2)c2c3c(sc2n1)COC(C)(C)C3
→ -3, -4.5%
O=C1CC(c2ccc(OCCCCCOc3ccc(C4CC(=O)NC4=O)cc3)cc2)C(=O)N1 (stereo not drawn)
→ -3, -4.1%
COCCCn1cc(C(=O)c2cc(OC)ccc2OCC(=O)N2CCCCC2C)cc(C#N)c1=O (stereo not drawn)
→ -10, 2.6%
COc1ccccc1CNC(=O)CCn1c(=O)sc2ccccc21
→ nt, -5.1%
CC1(C)CC(=O)c2cc(OCC(=O)NCCN3CCCc4ccccc43)ccc2O1
→ -11, -0.2%
COc1ccc(S(=O)(=O)Nc2cccc(C)n2)c2ccccc12
→ nt, 1.4%
COC(=O)N1CN(C(=O)OC)CN(C(=O)OC)C1
→ nt, -2.2%
O=C(N=Nc1c(O)[nH]c2ccc(Cl)cc12)c1cc(-c2cccs2)nc2ccccc12
→ 6, -0.7%
CCn1c(N)[n+](CC(=O)Nc2ccc(SC(F)F)cc2)c2ccccc21
→ nt, -10%
Cn1cnnc1SCC(=O)Nc1ncc(C(F)(F)F)cc1Cl
→ -6, -1.5%
O=C(/C=N/O)NCCN1CCCCC1
→ 7, 2.4%
Oc1ccc(NC(=S)Nc2ccccc2)cc1
→ 4, 3.0%&-3.3%
O=C(NC1CC1)C1=C[C@@H](c2ccc(Br)cc2)C[C@@H](OCc2ccc(CO)cc2)O1
→ nt, -0.3%
Cc1nc(S/C(=C/c2ccc(-c3ccc(Cl)cc3)o2)C(=O)O)n[nH]1
→ nt, -0.3%
O=C1NC2=C(C(=O)OC2)C(c2ccc(OC(F)(F)F)cc2)N1 (stereo not drawn)
→ 50, -1.3%
O=C(c1ccccc1-c1nc2ccccc2[nH]1)N1CCOCC1
→ 6, 0.1%
CNc1nc(Sc2cccc(C(F)(F)F)c2)cc(C(F)(F)F)n1
→ 5, 4.8%
Cc1nc2cccc(C(=O)NCc3ccccc3)c2o1
→ -2, -4.2%
CCOC(=O)C(=O)N/N=C(/c1ccccc1)c1ccc(OC)cc1
→ -20, 2.1%

Compound profiles, from the list above. Values in the order: RmlCD inh 1536 | M. tuberculosis GlmU
O=C(c1ccccc1-c1nc2ccccc2[nH]1)N1CCOCC1 across the screens: 6 | 0.1%
O=C(NC1CC1)C1=C[C@@H](c2ccc(Br)cc2)C[C@@H](OCc2ccc(CO)cc2)O1 across the screens: nt | -0.3%

Other records follow:
Values in the order: RmlCD inh 1536, M. tuberculosis GlmU
C=CCn1c(SCC(=O)NCc2ccco2)nc2sc3c(c2c1=O)CCC3
→ -8, 4.3%
O=C(NCc1ccc(-c2csnn2)cc1)c1cc(Cl)cc(Cl)c1
→ nt, 1.7%
COc1ccc(N(CC(=O)NCc2ccco2)S(=O)(=O)c2ccc(C)cc2)cc1
→ -4, 0.0%
C/C(=N\NC(=O)c1ccc(CSc2cccc3cccnc23)cc1)C1CCCCC1
→ 16, -3.3%
N/C(=N\OC(=O)C1CC1)c1ccc([N+](=O)[O-])s1
→ -12, 3.2%
CC(=O)Nc1ccc(N2CCCCC2)cc1
→ nt, -0.3%
O=C1N(c2cccc(Cl)c2)C(c2cccnc2)N2CCCN12 (stereo not drawn)
→ -4, 0.1%
Cc1ccc(-c2nnc(SCC(=O)N3CCCc4ccccc43)n2N)cc1
→ nt, 9.8%
O=C(COC(=O)c1ccc(F)cc1)NCCc1ccc(F)cc1
→ -13, -6.0%
Cc1ccc(S(=O)(=O)N(C)C)cc1NC(=O)CN1C(=O)NC(Cc2c[nH]c3ccccc23)C1=O (stereo not drawn)
→ 2, 0.0%
CC1CCCC(C)N1C(=O)Nc1cccc(Cl)c1 (stereo not drawn)
→ nt, ?
CCOc1ccc(NC(=O)c2cccnc2Cl)c([N+](=O)[O-])c1
→ nt, 13%
Cc1ccc(C(c2nnnn2CC2CCCO2)N2CCN(C)CC2)cc1 (stereo not drawn)
→ nt, -0.9%
COc1ccc(C2C=C(c3ccc(Br)s3)Nc3ncnn32)cc1OC (stereo not drawn)
→ nt, 14%*
COCC(C)NC(=S)NC(=O)c1cc(S(=O)(=O)N2CCOCC2)ccc1C (stereo not drawn)
→ 11, -7.3%
Cn1c(SCC(=O)N2c3ccccc3Sc3ccc(Cl)cc32)nnc1-c1ccco1
→ -2, 3.1%
Cc1ccc2c(c1)N(Cc1ccc3c(c1)OCO3)C(=O)C(C)O2 (stereo not drawn)
→ nt, 2.2%
CCc1ccccc1NC(=O)C1CCN(C(=O)c2ccc([N+](=O)[O-])cc2)CC1
→ nt, 1.8%
CN(C)C(=O)Oc1ccc(Cl)c2cccnc12
→ -12, 2.4%
Cc1[nH]c2ccccc2c1C(=O)CSc1ccc(F)cc1
→ 3, -4.3%
CC(C)Cc1cc(CN2CCCC(CO)(Cc3cccc(Cl)c3)C2)[nH]n1 (stereo not drawn)
→ nt, -0.8%
CCOC(=O)CC(=O)CSc1nnc2sc3ccccc3n12
→ 8, 2.5%
S=C(NCCN1CCOCC1)Nc1ccc(-c2nc3ccccc3[nH]2)cc1
→ -12, 0.6%
Cc1ccccc1-c1n[nH]c(=S)o1
→ nt, 0.1%
Brc1ccc(-c2ccc(/C=N/Nc3nc(N4CCOCC4)nc(N4CCOCC4)n3)o2)cc1
→ -9, 1.9%
CCOC(=O)C[C@H]1c2ccc(C(F)(F)F)cc2S(=O)(=O)N1C(C)C
→ nt, 3.3%
S=C(Nc1ccc(Nc2ccccc2)cc1)NN1CCOCC1
→ nt, -4.5%
FC(F)(F)c1cc(-c2ccco2)nc(N2CCN(c3ccccc3)CC2)n1
→ 7, -1.0%
CC(=O)c1c(C(=O)O)[nH]c(C(=O)O)c1C
→ -12, -2.9%
COc1ccccc1-n1cnc2cc(C(=O)NCCCN3CCOCC3)ccc21
→ 9, 2.3%
CCn1cc(C(=O)C(F)(F)F)c2ccccc21
→ 6, -0.7%
Cc1ccc2c(CC(=O)O)coc2c1
→ nt, -3.0%
CCC1(C)N(O)C(C)(C)C(c2ccc(OC)cc2)=[N+]1[O-] (stereo not drawn)
→ nt, 3.5%
COCCCNC(=O)CNC(=S)N(Cc1ccccc1)Cc1cccnc1
→ 11, -4.5%
CCN(CC(=O)Nc1ccccc1OC)CC(=O)Nc1ccccc1C(F)(F)F
→ 1, 1.6%
O=C(CCNc1cc(Cl)cc(Cl)c1)c1ccco1
→ -3, -0.8%
COc1ccc(N2C(=O)C3CCCN3C2=O)cc1 (stereo not drawn)
→ 0, -5.1%
COC(=O)c1ccc(S(=O)(=O)N2CCCN(Cc3cccc(Br)c3F)CC2)n1C
→ -7, -6.8%
O=S(=O)(NCC1NCCc2ccccc21)c1ccccc1 (stereo not drawn)
→ -8, -2.1%
N#CCC(=O)Nc1ccc(C(=O)NCC(c2ccco2)N2CCCCC2)cc1 (stereo not drawn)
→ 4, 0.0%
CC(C)(C)C(=O)N1CCN(c2ccc([N+](=O)[O-])cc2-n2cccc2)CC1
→ 7, 0.2%
COc1ccc(N2CCN(C(=O)CC(NC(N)=O)c3cccc(Oc4ccccc4)c3)CC2)cc1 (stereo not drawn)
→ 8, 2.8%
COc1cccc(CSc2nc3sc(C)c(C)c3c(=O)n2Cc2ccco2)c1
→ nt, 2.8%
O=Nc1c(O)n(Cc2cccc(Cl)c2)c2ccccc12
→ -2, -2.4%
Cc1oc(C(=O)O)cc1COc1cccc2cccnc12
→ 18, -0.1%
Cc1nc(N2CCOCC2)nc(N2CCN(c3ccccc3)CC2)c1[N+](=O)[O-]
→ -10, -6.6%
CN(C)/C=N/C(=S)Nc1ccc(Cl)c(Cl)c1
→ 5, -8.9%
Cc1ccc2oc(=O)c3cnn(CC(=O)NCCN(C)C)c3c2c1
→ 0, 0.7%
O=C(COc1cccc2c1CCN(Cc1ccc(Br)cc1)C2=O)NCc1ccco1
→ 6, -4.1%
Cc1ccc(S(=O)(=O)N2CCOCC2)cc1C(=O)NC(=S)N(Cc1ccccc1)C(C)C
→ 6, 5.2%

Next section.
Values in the order: RmlCD inh 1536, M. tuberculosis GlmU
COc1cc(NC(=S)Nc2ccc(OC(F)F)cc2)cc(OC)c1
→ 6, 5.9%
CCN(CC)S(=O)(=O)c1ccc2oc(C(=O)NC(C)C)c(C)c2c1
→ 9, 0.6%
COc1ccc(S(=O)(=O)N2CCCCCC2)cc1NC(=O)Cc1cc(OC)c(OC)c(OC)c1
→ 5, -4.3%
Cc1cccc2cc(CN(Cc3cccs3)C(=S)NCC3CCCO3)c(=O)[nH]c12 (stereo not drawn)
→ 5, -3.8%
COC(=O)[C@H](CCSC)NC(=O)NC1CC1
→ -3, 2.8%
O=C(Oc1cccnc1)c1cc(S(=O)(=O)N2CCCCC2)ccc1Cl
→ nt, 8.2%
